High-throughput results as filed in PubChem.
TCR act: Activators of T cell receptors: qHTS campaign | Potency, µM (highest dose often 9.22 µM), for the others: top-dose activation of IL-2 secretion, usual class: activators | AID 504894, 2011 | primary human leukocytes, anti-CD3, IL-2 HTRF, 48 h | 330,000 tested, under 10 active; further: % of control where 0% means no effect
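HTRF read-out of IL-2 secretion: europium cryptate donor excited at 320nm, d2 acceptor emission at 665nm. Cells were primary human leukocytes incubated 48 hr with compounds and a-CD3 beads, supplying TCR signal only.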
MLL CXXC-DNA inh: qHTS Fluorescence Polarization Assay for Inhibitors of MLL CXXC domain - DNA interaction; AID 2662, 2010; MLL-CXXC / FITC-HOXA9 DNA fluorescence polarization; Histone-lysine N-methyltransferase 2A (Homo sapiens), Q03164; 0.037% of 290,000 active; Potency, µM (doses to about 115 µM), without a hit: at the top dose activity change, negative = inhibition, usual class: inhibitors; active means well fitted inhibition curve with a large enough effect in the polarisation, with a control signal flat, not every such curve was filed as active; inconclusive means small, poorly fitted or top-dose-only effect, or effect the other way, or a change in a side signal; inactive means no such curve, though single readings can be large or run the other way; the % refers to the polarisation; further: potency means the concentration at half of the fitted maximal effect
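Fluorescence polarization: 7 uM MLL-CXXC (stock) preincubated 5 min with compounds, then 50 nM fluorescein-HOX-A9 DNA (stock) added; 30 min ambient. Buffer 50 mM Tris-HCl pH 7.5, 50 mM NaCl, 1 mM DTT, 0.05% BSA.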
A-T KAP1 phos: qHTS Assay for Identifying a Potential Treatment of Ataxia-Telangiectasia. […] A-T fibroblasts, KAP-1 phosphorylation AlphaLISA; neocarzinostatin DNA damage 30 min before lysis. 0.19% of 320,000 active. Potency, µM (highest dose often 57.5 µM), for inactives: at the highest dose activation, most hits filed as activators; further: potency means the concentration at half of the fitted maximal effect; % of control where 0% means no effect; nearly all actives have a fitted effect of over 45% in size
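hTERT-immortalized A-T patient fibroblasts ([…]), 500 cells/well in OPTI-MEM, 1% FBS, got compounds for 60 min, then NCS for 30 min at 37C. Lysates were then assayed for phospho-KAP-1 by AlphaLISA (anti-pKAP1 donor, anti-KAP1 acceptor beads), 6 hr at 25C.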
TRPV1 ag: HTS Assay for Compounds that Act as Agonists of the Vanilloid Receptor 1 | TRPV1-expressing cells, Fluo-8 calcium influx, agonist mode | AID 540275, 2011 | activation, % at 8.33 µM | Transient receptor potential cation channel subfamily V member 1 (Homo sapiens), Q8NER1 | 0.19% of 320,000 active; in the data active means activation above about 80%; inconclusive means between about 30% and that limit; further: 0% is about no effect
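Cells expressing TRPV1 were dye-loaded with Fluo-8 and read kinetically: 10 s baseline, 3 min after compound (agonist portion), then 2 min after EC20 capsaicin (allosteric enhancer portion). Calcium-bound dye fluorescence at 480/520 nm.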
p53 reactivation: qHTS assay for re-activators of p53 using a Luc reporter. H1299 p53-A138V BP100-luciferase reporter, luminescence, 24 h. Potency, µM (series often up to 92.2 µM), for the others: at the highest dose activity change, positive = activation, usual class: activators. 0.063% of 320,000 active. AID 504706, 2011; further: potency means the concentration at half of the fitted maximal effect; % of control where 0% means no effect; nearly all actives have a fitted effect of over 45% in size
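H1299 (p53-null), stable ts p53-A138V + BP100-Luc; 1000 cells/well, Opti-MEM/10% FBS; cpd 4 pt, 1:5; 24 h, 37 deg C, 5% CO2; detection reagent 10 min RT; luminescence.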
BRCA1 expr up: qHTS Assay to Identify Small Molecule Activators of BRCA1 Expression; Potency, µM (top dose mostly 46.1 µM), inactives show at the highest dose activation, usual class: activators; MCF7-BRCA1-FFLuc reporter, luminescence, 48 h; response scale: scaled: vehicle 0%, 10 µM genistein 100%; 1.1% of 380,000 active; further: potency means the concentration at half of the fitted maximal effect; nearly all actives have a fitted effect of over 80% in size; some results filed as inactive show a strong effect at the top dose
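Luminescence from a BRCA1-driven firefly luciferase in MCF7 cells was the read-out, taken 15 min after substrate addition following 48 h compound exposure at 37 °C. Data were normalized to a 10 microM genistein control and DMSO vehicle.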
ELG1 DNA repair: qHTS screen for small molecules that inhibit ELG1-dependent DNA repair in human embryonic kidney (HEK293T) cells expressing luciferase-tagged ELG1; Potency, µM (doses to about 46.1 µM), inactives show at the top dose activity change, negative = inhibition, usual class: inhibitors; HEK293T ELG1-luciferase reporter, luminescence, 16 h; DNA damage induced by 5-fluorouridine; 2.3% of 330,000 active; AID 504467, 2011; further: potency means the concentration at half of the fitted maximal effect; on the % scale 0 is the no-effect control and ±100 the full control effect; nearly all actives have a fitted effect of over 55% in size
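Quantitative HTS, concentration-response format. 2,000 cells/well co-treated with 5-fluorouridine and compound, 16 hr in 5% CO2 at 37 °C; ONE-Glo luminescence read after 30 min.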
Integrin act MD: qHTS for Activators of Integrin-Mediated Alleviation for Muscular Dystrophy. alpha7betagal myoblasts, beta-gal FDG fluorescence, 48 h. Potency, µM (highest dose often 38.3 µM), inactives show at the highest dose activation, usual class: activators. AID 624291, 2012. 0.064% of 350,000 active;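 further: potency means the concentration at half of the fitted maximal effect; 100% = response of the positive control SU9516; nearly all actives have a fitted effect of over 60% in size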
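alpha7betagal+/- myoblasts (passage 13, 250/well) treated 48 h at 37C with compounds at 1:260 dilution of DMSO stock. Lysed, then beta-galactosidase activity read as FDG fluorescence (ex 480/em 540) after 30 min, with pre-read for autofluorescence.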
TSG101-PTAP inh: qHTS Assay for Iinhibitors of HIV-1 Budding by Blocking the Interaction of PTAP/TSG101. Potency, µM (series often up to 115 µM), inactives show at the top dose activity change, negative = inhibition, actives largely listed as inhibitors. Tumor susceptibility gene 101 protein (Homo sapiens), Q99816. Fluorescence polarization, FITC-PTAP peptide / Tsg101 binding. 340,000 tested, under 10 active; active means well fitted inhibition curve with a large enough effect in the main read-out, with a control signal flat, not every such curve was filed as active; inconclusive means small, poorly fitted or top-dose-only effect, or effect the other way, or a change in a side signal; inactive means no such curve, though single readings can be large or run the other way; further: potency means the concentration at half of the fitted maximal effect; % of control where 0% means no effect
Target sequence (Q99816 whole entry, looked up): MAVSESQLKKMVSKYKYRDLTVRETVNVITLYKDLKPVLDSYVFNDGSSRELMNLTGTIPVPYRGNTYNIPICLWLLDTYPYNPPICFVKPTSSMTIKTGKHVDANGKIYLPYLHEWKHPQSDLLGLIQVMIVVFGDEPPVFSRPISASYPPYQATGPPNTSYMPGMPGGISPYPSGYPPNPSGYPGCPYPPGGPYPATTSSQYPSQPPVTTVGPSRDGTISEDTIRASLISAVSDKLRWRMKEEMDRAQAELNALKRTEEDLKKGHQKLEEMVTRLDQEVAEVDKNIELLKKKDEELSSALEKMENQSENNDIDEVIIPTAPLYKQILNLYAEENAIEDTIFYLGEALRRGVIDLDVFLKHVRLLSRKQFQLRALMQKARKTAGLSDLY
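Compounds were pin-transferred onto Tsg101 binding domain (10 uM final) in HEPES pH 7.5 buffer, then FITC-PTAP peptide was added at 50 nM final. After 20 min at RT, polarization reported peptide displacement across a qHTS concentration series.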
B2AR arrestin: qHTS assay of beta-arrestin-biased ligands of beta2-adrenergic receptor. beta-arrestin recruitment to beta2AR, cell-based reporter. Potency, µM (doses to about 46.1 µM), inactives show at the highest dose activation, hits mostly activators. 0.02% of 330,000 active;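 further: potency means the concentration at half of the fitted maximal effect; 0% = DMSO controls and full agonism = EC100 isoproterenol or metaproterenol; nearly all actives have a fitted effect of over 65% in size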
Target sequence (P07550 whole entry, looked up): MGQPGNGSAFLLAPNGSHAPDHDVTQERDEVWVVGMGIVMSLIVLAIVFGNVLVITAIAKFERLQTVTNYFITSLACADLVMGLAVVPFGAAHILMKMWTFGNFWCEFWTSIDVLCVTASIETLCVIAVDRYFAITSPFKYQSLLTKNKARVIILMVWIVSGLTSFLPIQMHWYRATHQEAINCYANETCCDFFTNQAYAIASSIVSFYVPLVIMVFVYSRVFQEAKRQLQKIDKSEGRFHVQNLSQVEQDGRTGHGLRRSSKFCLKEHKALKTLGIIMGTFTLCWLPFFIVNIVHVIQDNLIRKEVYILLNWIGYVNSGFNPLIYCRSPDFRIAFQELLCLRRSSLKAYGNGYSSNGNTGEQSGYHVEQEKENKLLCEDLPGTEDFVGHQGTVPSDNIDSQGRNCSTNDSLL
* marks the source's active call; other numbers are inactive results; [ ] = remark or other dose. Unless noted, the call rests on the fitted dose curve; in most records, active means well fitted curve in the direction sought with a large enough effect; inconclusive means small, poorly fitted or top-dose-only effect, or another doubt; inactive means no such curve, though single readings can be large; an effect the other way counts as inactive or inconclusive. Outcome played no part in choosing rows, and some 3.8% of all compounds hit somewhere here.

Screening COc1cccc(NC(=O)CCNS(=O)(=O)c2ccc3c(c2)CC(C)N3C(=O)C2CC2)c1 (centres undefined) returned TCR act 5%, MLL CXXC-DNA inh -2%, A-T KAP1 phos 4%, TRPV1 ag -8, p53 reactivation -11%, BRCA1 expr up -13%, ELG1 DNA repair -13%, Integrin act MD 22%, TSG101-PTAP inh -9% and B2AR arrestin 0.0%.
Screening CC1=NN(C(=S)Nc2ccccc2)C(C)(C)C1 returned TCR act 2%, MLL CXXC-DNA inh -12%, A-T KAP1 phos 9%, TRPV1 ag -3, p53 reactivation 2%, BRCA1 expr up 51%, ELG1 DNA repair 7%, Integrin act MD 1%, TSG101-PTAP inh -2% and B2AR arrestin 0.5%.
Screening Cc1ccc(NC(=O)COC(=O)Cn2cnc3c2c(=O)n(C)c(=O)n3C)cc1Cl returned TCR act -8%, MLL CXXC-DNA inh 13%, A-T KAP1 phos -1%, TRPV1 ag 1, p53 reactivation 3%, BRCA1 expr up -11%, ELG1 DNA repair 21%, Integrin act MD inconclusive, TSG101-PTAP inh -4% and B2AR arrestin -0.2%.
For Cc1oc2c(CN3CCCCC3)c(O)ccc2c(=O)c1-c1ccc(Cl)cc1 the results were TCR act -2%, MLL CXXC-DNA inh -3%, A-T KAP1 phos -1%, TRPV1 ag -3, p53 reactivation 2%, BRCA1 expr up -23%, ELG1 DNA repair 15%, Integrin act MD inconclusive, TSG101-PTAP inh -8% and B2AR arrestin 0.1%.
`COc1ccc(-c2nc(CN(Cc3cnn(C)c3)C(C)C)c(C)o2)c(OC)c1` gave TCR act -1%, MLL CXXC-DNA inh -6%, A-T KAP1 phos 6%[11.5 µM], TRPV1 ag 2, p53 reactivation 0%, BRCA1 expr up 5%, ELG1 DNA repair 3%, Integrin act MD inconclusive, TSG101-PTAP inh 1% and B2AR arrestin -0.7%.
`Cc1onc(-c2ccccc2)c1-c1ccnn1S(=O)(=O)c1ccc(Cl)cc1` gave TCR act 5%, MLL CXXC-DNA inh -5%, A-T KAP1 phos 2%, TRPV1 ag 0, p53 reactivation 5%, BRCA1 expr up -16%, ELG1 DNA repair inconclusive, Integrin act MD -14%, TSG101-PTAP inh -1% and B2AR arrestin 0.9%.
CCCCC1(c2ccc(F)cc2)NC(=O)N(CC(=O)Nc2ccc(N3CCOCC3)cc2)C1=O (centres undefined) was read as TCR act -2%, A-T KAP1 phos 16%, p53 reactivation 0%, BRCA1 expr up -19%, ELG1 DNA repair -24%, Integrin act MD 25%, TSG101-PTAP inh -3% and B2AR arrestin 0.1%.
CCCCCC(=O)NC(=S)NNC(=O)c1ccc([N+](=O)[O-])cc1 was read as TCR act 0%[46.1 µM], MLL CXXC-DNA inh 0%, A-T KAP1 phos -4%, TRPV1 ag -2, p53 reactivation 13%, BRCA1 expr up -42%, ELG1 DNA repair 3%, Integrin act MD -14%, TSG101-PTAP inh -4% and B2AR arrestin -0.9%.
Screening CC[C@@]1(C(=O)OC)N[C@H](CN(C)C(=O)C2CCCCC2)[C@@H]2C(=O)N(Cc3ccccc3)C(=O)[C@@H]21 returned TCR act 4%, A-T KAP1 phos 6%, p53 reactivation -2%, BRCA1 expr up 12%, ELG1 DNA repair -1%, Integrin act MD 1%, TSG101-PTAP inh -2% and B2AR arrestin -2.6%.
COc1ccccc1Nc1nc(N)nc(CCl)n1 was read as TCR act -4%, MLL CXXC-DNA inh -3%, A-T KAP1 phos 28%, TRPV1 ag -5, p53 reactivation -14%, BRCA1 expr up -12%, ELG1 DNA repair inconclusive, Integrin act MD -72%[inhibitor], TSG101-PTAP inh -4% and B2AR arrestin 0.6%.
`COc1ccc(CSc2nncn2N)cc1Br` gave TCR act -1%, MLL CXXC-DNA inh -1%, A-T KAP1 phos 8%, TRPV1 ag 3, p53 reactivation 7%, BRCA1 expr up -13%, ELG1 DNA repair 13%, Integrin act MD 20%, TSG101-PTAP inh -2% and B2AR arrestin -0.4%.
`O=C1c2ccc(Oc3ccc([N+](=O)[O-])cc3)cc2C(=O)N1c1ccncc1` gave TCR act 4%, MLL CXXC-DNA inh -10%, A-T KAP1 phos -5%, TRPV1 ag 9, p53 reactivation -8%, BRCA1 expr up -4%, ELG1 DNA repair -22%, Integrin act MD 20%, TSG101-PTAP inh -5% and B2AR arrestin -0.2%.
Screening COC(=O)c1cc(S(=O)(=O)N2CCCCC2)c[nH]1 returned TCR act -15%, MLL CXXC-DNA inh 8%, A-T KAP1 phos -5%, TRPV1 ag 4, p53 reactivation 1%, BRCA1 expr up 0%, ELG1 DNA repair 20%, Integrin act MD 5%, TSG101-PTAP inh 0% and B2AR arrestin 0.4%.
For O=C(c1ccc2c(c1)OCO2)N1CCOCC1 the results were TCR act 1%[46.1 µM], MLL CXXC-DNA inh 0%, A-T KAP1 phos -1%, TRPV1 ag 1, p53 reactivation -4%, BRCA1 expr up 4%, ELG1 DNA repair 3%, Integrin act MD 12%, TSG101-PTAP inh -5% and B2AR arrestin -1.1%.
`O=C(CCCCCCCC(=O)NNC(=O)Nc1ccccc1)NNC(=O)Nc1ccccc1` gave TCR act 3%[46.1 µM], MLL CXXC-DNA inh -6%, TRPV1 ag -8, p53 reactivation -4%, BRCA1 expr up -17%, ELG1 DNA repair inconclusive, Integrin act MD inconclusive, TSG101-PTAP inh 0% and B2AR arrestin -0.6%.
For O=C(CN=C1NS(=O)(=O)c2ccccc21)OCC(=O)c1ccccc1 the results were TCR act -27%, MLL CXXC-DNA inh 5%, A-T KAP1 phos -4%, TRPV1 ag 6, p53 reactivation 3%, BRCA1 expr up 0%, ELG1 DNA repair 0%, Integrin act MD 31%, TSG101-PTAP inh -5% and B2AR arrestin -0.3%.
`CC1(C)SCC2C(=O)N3C(CSC3(C)C)C(=O)N21` (centres undefined) gave TCR act 2%, MLL CXXC-DNA inh -6%, A-T KAP1 phos 3%, p53 reactivation 1%, BRCA1 expr up 14%, ELG1 DNA repair -3%, Integrin act MD -11%, TSG101-PTAP inh 0% and B2AR arrestin -0.9%.
For O=C(CNC(=O)c1ccco1)NCC(=O)OCc1c(F)cccc1Cl the results were TCR act -2%, MLL CXXC-DNA inh 14%, A-T KAP1 phos 6%, TRPV1 ag -3, p53 reactivation -2%, BRCA1 expr up -35%, ELG1 DNA repair -7%, Integrin act MD -13%, TSG101-PTAP inh -2% and B2AR arrestin 0.5%.
Screening Cc1c2ccccc2c(C)c2c1ccc1ccccc12 returned TCR act 1%, A-T KAP1 phos inconclusive, TRPV1 ag 1, p53 reactivation inconclusive, BRCA1 expr up -16%, ELG1 DNA repair inconclusive, TSG101-PTAP inh 4% and B2AR arrestin 9.5%.
Screening C/C(N)=C(/C#N)C(=O)CSc1nc2ccccc2c(=O)n1CCCOC(C)C returned TCR act 1%[46.1 µM], MLL CXXC-DNA inh 14%, A-T KAP1 phos 1%, TRPV1 ag inconclusive, p53 reactivation -9%, BRCA1 expr up -18%, ELG1 DNA repair inconclusive, Integrin act MD 6%, TSG101-PTAP inh 0% and B2AR arrestin -0.3%.
Screening O=C(CC(NC(=O)OCc1ccccc1)C(=O)OCc1ccccc1)OCc1ccccc1 (centres undefined) returned TCR act -1%, BRCA1 expr up 2%, Integrin act MD 2% and TSG101-PTAP inh -1%.
Screening Cc1cc(=O)[nH]c(SCC(=O)c2ccc(C(C)C)cc2)n1 returned TCR act -1%, MLL CXXC-DNA inh 1%, A-T KAP1 phos 4%, TRPV1 ag 8, p53 reactivation inconclusive, BRCA1 expr up inconclusive, ELG1 DNA repair inconclusive, Integrin act MD -8%, TSG101-PTAP inh -5% and B2AR arrestin 0.2%.
COc1ccc(NC(=S)N2CCN(S(=O)(=O)c3ccc(OC)cc3)CC2)cc1 was read as TCR act -4%, MLL CXXC-DNA inh 12%, A-T KAP1 phos 6%, TRPV1 ag 5, p53 reactivation 4%, BRCA1 expr up 2%, ELG1 DNA repair -18%, Integrin act MD 0%, TSG101-PTAP inh 3% and B2AR arrestin -0.1%.
`Nc1nnc(CCS(=O)(=O)c2ccc(Br)cc2)s1` gave TCR act 7%, MLL CXXC-DNA inh -20%, A-T KAP1 phos -1%, TRPV1 ag 6, p53 reactivation 10%, BRCA1 expr up -9%, ELG1 DNA repair 3%, Integrin act MD -2%, TSG101-PTAP inh -2% and B2AR arrestin 0.0%.
For Cn1c(=S)[nH]c(=O)c2ncc(=O)[nH]c21 the results were TCR act 3%, MLL CXXC-DNA inh -9%, A-T KAP1 phos 12%, TRPV1 ag -9, p53 reactivation 5%, BRCA1 expr up 2%, ELG1 DNA repair -12%, Integrin act MD -16%, TSG101-PTAP inh 2% and B2AR arrestin -1.3%.
